hcDAF12 agonist: H. contortus DAF-12 activation, primary screen. HEK293 hcDAF-12 lit1-tk-luc reporter, luminescence; 0% DMSO, 100% Δ7-dafachronic acid. AID 652067. activation, % at 6.8 µM. hit rate 1.4% among 370,000;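 active = activation above the mean of all tested compounds plus 3 SD, cut at about 5.5% in these data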;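 note: 100% = response to 3 µM Δ7-dafachronic acid high control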
DAX1 inh-1: NR0B1 (DAX1) inhibition. HEK293 Gal4-DAX1 luciferase reporter, luminescence. inhibition, % at 6.75 µM. hit rate 0.99% among 340,000. AID 504766;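 active = inhibition above the mean over all tested compounds plus 3 SD, cut at about 4.2% in these data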;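 note: 0% = DAX1-transfected cells with DMSO and 100% = empty-vector control cells with DMSO; inhibition shows as a rise in luminescence from relieved DAX1 repression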
Target sequence (P51843 207-470 limits assumed): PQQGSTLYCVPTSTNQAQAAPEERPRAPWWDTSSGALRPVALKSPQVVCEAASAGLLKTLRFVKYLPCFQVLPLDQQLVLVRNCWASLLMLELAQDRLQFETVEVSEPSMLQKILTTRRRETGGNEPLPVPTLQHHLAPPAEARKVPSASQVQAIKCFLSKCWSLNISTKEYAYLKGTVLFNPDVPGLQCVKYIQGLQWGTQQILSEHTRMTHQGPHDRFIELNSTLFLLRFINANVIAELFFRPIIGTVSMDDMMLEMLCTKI
SMARCA2 act: activators of SMARCA2 function | MG213 cells, MMTV-luciferase reporter, dexamethasone, overnight | activation, % at 9.1 µM | hit rate 1% among 370,000 | AID 652017; in the data active = activation above about 7.8%;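 note: 0% = vehicle wells and 100% = reference activator wells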
ssDAF12 agonist: activators of S. stercoralis DAF-12 nuclear receptor; HEK293 ssDAF-12/GRIP1 lit1-tk-luc reporter, luminescence; % of 3 µM dafachronic acid response; activation, % at 6.8 µM; hit rate 1% among 370,000; AID 652126;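 active = activation above the mean over all tested compounds plus 3 SD, cut at about 0.9% in these data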;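 note: 0% = DMSO-only wells and 100% = 3 µM delta7-dafachronic acid wells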
ADAM10 inh: inhibits human ADAM10; recombinant ADAM10, EDANS/DABCYL FRET peptide cleavage, 3 h; hit rate 0.62% among 370,000; O14672; AID 720582; inhibition, % at 7 µM;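 active = inhibition above a per-campaign cutoff equal to the mean of compounds falling between control-based bounds plus 3 SD, cut at about 20% in these data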;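 note: 0% = DMSO wells while the 100% control is not disclosed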
Target sequence (O14672 214-748 limits assumed): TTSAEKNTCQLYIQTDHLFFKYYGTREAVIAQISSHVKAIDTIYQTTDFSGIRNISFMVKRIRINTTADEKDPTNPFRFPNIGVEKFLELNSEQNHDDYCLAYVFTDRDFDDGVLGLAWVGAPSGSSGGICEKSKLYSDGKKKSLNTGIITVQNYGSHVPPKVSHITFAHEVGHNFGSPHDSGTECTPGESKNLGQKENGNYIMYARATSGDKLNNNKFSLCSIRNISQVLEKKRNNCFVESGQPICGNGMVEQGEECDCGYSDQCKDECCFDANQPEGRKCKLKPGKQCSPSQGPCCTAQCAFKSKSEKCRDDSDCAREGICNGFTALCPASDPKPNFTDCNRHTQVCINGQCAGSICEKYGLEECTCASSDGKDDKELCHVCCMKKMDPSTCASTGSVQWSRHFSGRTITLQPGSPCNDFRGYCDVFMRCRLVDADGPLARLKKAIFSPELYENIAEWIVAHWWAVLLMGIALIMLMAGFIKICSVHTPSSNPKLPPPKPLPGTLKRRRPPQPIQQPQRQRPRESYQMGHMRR
ADAM17 inh: inhibitors of human ADAM17 | recombinant ADAM17, EDANS/DABCYL FRET peptide cleavage | hit rate 0.83% among 370,000 | inhibition, % at 6.95 µM | P78536;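 active = inhibition above the mean of compounds lying between control limits plus 3 SD, set per campaign, cut at about 8.5% in these data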;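 note: 0% = DMSO-only wells as the low control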
NPR1 activator: GC-A (human) enzyme activation; P16066; HEK293 GC-A cells, cGMP TR-FRET, EC30 ANP; 0% at EC30 ANP, 100% saturating ANP; activation, % at 10 µM; hit rate 0.14% among 370,000; AID 1671463; in the data active = activation above about 40%
GAA850 FXN act: activators of GAA850 frataxin (FXN) promoter | HEK293 lucGAA850 FXN promoter luciferase reporter, 24 h; percent of 10 µM SAHA response | AID 540364 | activation, % at 6 µM | hit rate 0.56% among 360,000;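 active = activation above the average of all compounds screened plus 3 SD, cutoff fixed separately per campaign, cut at about 7.5% in these data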;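 note: 0% = DMSO wells and 100% = 10 µM SAHA wells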
DAX1 inh-2: inhibitors of DAX1 repression of SF-1 activated StAR promoter; HEK293T StAR-luciferase reporter, SF-1/DAX-1 repression relief; inhibition, % at 6.8 µM; hit rate 1.1% among 370,000; AID 652010;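 active = inhibition above the mean over all tested compounds plus 3 SD, cut at about 3.6% in these data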;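 note: 0% = DAX-1 cells with DMSO and 100% = cells lacking DAX-1 with DMSO; higher inhibition means more luminescence from relief of DAX-1 repression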
hgDAF-12 ag: agonists of H. glycines DAF-12 nuclear receptor | HEK293 GAL4-hgDAF12 UAS-luciferase reporter, agonist luminescence; normalized to butyrate control | activation, % at 6.8 µM | hit rate 1.8% among 370,000 | AID 687014;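 active = activation above a cutoff set at the mean of all screened compounds plus 3 SD, cut at about 10% in these data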;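 note: 0% = DMSO wells and 100% = sodium butyrate wells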
PG9 binder: binds the HIV-1 gp120 antibody PG9; inhibition, % at 6.7 µM; TR-FRET gp120-PG9 antibody binding; hit rate 0.43% among 360,000; in the data active = inhibition above about 8.5%
* hit, by the source's call.

How did CCC/C=N/Nc1nnc(Cc2ccc(OC)c(OC)c2)c(=O)[nH]1 do in these assays?
hcDAF12 agonist: 0.8; DAX1 inh-1: -1.2; SMARCA2 act: -2.3; ssDAF12 agonist: -1.1; ADAM10 inh: -5.8; ADAM17 inh: -3.7; NPR1 activator: -3.1; GAA850 FXN act: 0.2; DAX1 inh-2: 0.0; hgDAF-12 ag: 0.5; PG9 binder: -0.2

Results for C/C(=N/Nc1ccc(C)cc1)C1(C)N(O)C(C)(C)C(c2ccco2)=[N+]1[O-] (centres undefined) ?
hcDAF12 agonist: 1.4; DAX1 inh-1: -1.6; SMARCA2 act: 1.0; ssDAF12 agonist: -1.0; ADAM10 inh: -12.2; ADAM17 inh: -2.1; NPR1 activator: -3.2; GAA850 FXN act: 1.1; DAX1 inh-2: 0.4; hgDAF-12 ag: 0.8; PG9 binder: -2.3

Results for c1ccc(CSc2ccc(-c3cccs3)nn2)nc1 ?
hcDAF12 agonist: 0.3; DAX1 inh-1: 0.5; SMARCA2 act: 3.2; ssDAF12 agonist: -0.7; ADAM10 inh: -12.8; ADAM17 inh: -5.0; NPR1 activator: -1.8; GAA850 FXN act: 4.3; DAX1 inh-2: 3.8*; hgDAF-12 ag: 11.9*; PG9 binder: -0.8

What do the screens show for `C/C(=N\N1CCCCC1)c1ccccc1O`?
hcDAF12 agonist: 0.0; DAX1 inh-1: -1.1; SMARCA2 act: 2.4; ssDAF12 agonist: 0.0; ADAM10 inh: 1.3; ADAM17 inh: -1.1; NPR1 activator: 2.0; GAA850 FXN act: 1.5; DAX1 inh-2: 0.4; hgDAF-12 ag: -0.8; PG9 binder: -2.5

Results for Cc1ccc(S(=O)(=O)Nc2ccccc2C(N)=O)cc1 ?
hcDAF12 agonist: 1.5; DAX1 inh-1: 2.1; SMARCA2 act: -1.3; ssDAF12 agonist: -1.7; ADAM10 inh: -123.2; ADAM17 inh: -30.6; NPR1 activator: 3.0; GAA850 FXN act: 1.3; DAX1 inh-2: 0.3; hgDAF-12 ag: -0.4; PG9 binder: -2.2

What do the screens show for `COc1ccc(C2CC(C(F)(F)F)n3nc(C(=O)NCCCn4ccnc4)cc3N2)cc1OC` (centres undefined)?
hcDAF12 agonist: -0.3; DAX1 inh-1: -0.2; SMARCA2 act: -0.9; ssDAF12 agonist: -0.9; ADAM10 inh: 13.2; ADAM17 inh: 0.2; NPR1 activator: -1.9; GAA850 FXN act: -0.3; DAX1 inh-2: -0.4; hgDAF-12 ag: -0.7; PG9 binder: -1.0

What do the screens show for `Cc1ccc(S(=O)(=O)N2CCC(C(=O)N[C@@H](C)C(=O)NCc3ccco3)CC2)cc1`?
hcDAF12 agonist: 0.0; DAX1 inh-1: -1.3; SMARCA2 act: -1.8; ssDAF12 agonist: -0.8; ADAM10 inh: -2.2; ADAM17 inh: -0.9; NPR1 activator: -2.2; GAA850 FXN act: 1.6; DAX1 inh-2: 0.1; hgDAF-12 ag: 1.2; PG9 binder: -1.1

Results for COc1cccc(CNC(=O)Cn2ccc3cc(S(=O)(=O)N4CCCC4)ccc32)c1OC ?
hcDAF12 agonist: -2.5; DAX1 inh-1: 0.2; SMARCA2 act: 2.2; ssDAF12 agonist: -1.3; ADAM10 inh: 4.2; ADAM17 inh: -0.4; NPR1 activator: 1.8; GAA850 FXN act: 2.6; DAX1 inh-2: -2.1; hgDAF-12 ag: 0.8; PG9 binder: -0.2

How did O=C(c1ccc(N2C(=O)C3CC=C(Cl)CC3C2=O)cc1)N1CCOCC1 (centres undefined) do in these assays?
hcDAF12 agonist: -1.5; DAX1 inh-1: -0.1; SMARCA2 act: -1.2; ssDAF12 agonist: -1.1; ADAM10 inh: 0.0; ADAM17 inh: -2.3; NPR1 activator: 3.3; GAA850 FXN act: 0.6; DAX1 inh-2: -0.4; hgDAF-12 ag: 2.3; PG9 binder: -0.6

Results for COc1ccc(NS(=O)(=O)c2ccc(Br)s2)cc1OC ?
hcDAF12 agonist: -1.9; DAX1 inh-1: -1.3; SMARCA2 act: -5.0; ssDAF12 agonist: -1.8; ADAM10 inh: 12.6; ADAM17 inh: 2.1; NPR1 activator: 1.2; GAA850 FXN act: -2.3; DAX1 inh-2: -1.4; hgDAF-12 ag: -0.6; PG9 binder: 0.8

How did Cc1cc(C)c(S(=O)(=O)N2CCN(c3ccc([N+](=O)[O-])c(NCC4CCCO4)c3)CC2)c(C)c1 (centres undefined) do in these assays?
hcDAF12 agonist: -1.5; DAX1 inh-1: -0.1; SMARCA2 act: -1.6; ssDAF12 agonist: -0.2; ADAM10 inh: -1.5; ADAM17 inh: -1.8; NPR1 activator: -4.4; GAA850 FXN act: -1.6; DAX1 inh-2: 0.9; hgDAF-12 ag: -0.2; PG9 binder: -2.5

What do the screens show for `O=[N+]([O-])c1ccc(N2CCN(Cc3cccc([N+](=O)[O-])c3)CC2)cc1`?
hcDAF12 agonist: -3.0; DAX1 inh-1: -2.0; SMARCA2 act: -2.6; ssDAF12 agonist: -1.7; ADAM10 inh: 5.1; ADAM17 inh: -2.2; NPR1 activator: -4.4; GAA850 FXN act: 0.8; DAX1 inh-2: -1.5; hgDAF-12 ag: -3.8; PG9 binder: 1.1

What do the screens show for `COc1ccc2cc(-c3cc(C(=O)O)c4ccccc4n3)ccc2c1`?
hcDAF12 agonist: 8.8*; DAX1 inh-1: -3.8; SMARCA2 act: 2.7; ssDAF12 agonist: 3.0*; ADAM10 inh: -42.0; ADAM17 inh: -17.9; NPR1 activator: 9.0; GAA850 FXN act: -3.8; DAX1 inh-2: 5.2*; hgDAF-12 ag: 13.1*; PG9 binder: 1.4

Results for CN1CCN(C(=O)C2=C[C@@H](c3csc4ccccc34)C[C@@H](OCc3ccc(CO)cc3)O2)CC1 ?
hcDAF12 agonist: 0.3; DAX1 inh-1: 1.8; SMARCA2 act: -0.6; ssDAF12 agonist: -1.3; ADAM10 inh: -2.0; ADAM17 inh: -1.3; NPR1 activator: 0.9; GAA850 FXN act: -0.5; DAX1 inh-2: -0.7; hgDAF-12 ag: -2.1; PG9 binder: -0.3

How did Cc1cc(OCC(=O)NCC(C)C)cc(C)c1Br do in these assays?
hcDAF12 agonist: -2.2; DAX1 inh-1: -0.7; SMARCA2 act: 2.9; ssDAF12 agonist: -1.4; ADAM10 inh: 4.4; ADAM17 inh: 1.1; NPR1 activator: -0.2; GAA850 FXN act: -0.1; DAX1 inh-2: -0.1; hgDAF-12 ag: -0.8; PG9 binder: -1.2

Results for Cc1cccc(N2CCN(c3nc4ccc(Cl)cc4n4cnnc34)CC2)c1C ?
hcDAF12 agonist: 1.0; DAX1 inh-1: 0.8; SMARCA2 act: 5.5; ssDAF12 agonist: -1.7; ADAM10 inh: -7.7; ADAM17 inh: 0.4; NPR1 activator: -0.5; GAA850 FXN act: 0.8; DAX1 inh-2: 0.3; hgDAF-12 ag: 2.9; PG9 binder: -2.0

What do the screens show for `COc1ccc(/C=N/n2cnnc2)cc1Oc1nc(Cl)ncc1F`?
hcDAF12 agonist: -1.8; DAX1 inh-1: 0.3; SMARCA2 act: 0.2; ssDAF12 agonist: -1.7; ADAM10 inh: -6.2; ADAM17 inh: -5.7; NPR1 activator: -3.5; GAA850 FXN act: 2.0; DAX1 inh-2: 0.9; hgDAF-12 ag: -2.5; PG9 binder: -1.0

What do the screens show for `O=C1CC(=O)N(c2cccc(F)c2)N1`?
hcDAF12 agonist: -0.6; DAX1 inh-1: 6.0*; SMARCA2 act: -1.4; ssDAF12 agonist: -0.4; ADAM10 inh: 1.8; ADAM17 inh: -0.6; NPR1 activator: -1.1; GAA850 FXN act: 1.9; DAX1 inh-2: 0.5; hgDAF-12 ag: 0.8; PG9 binder: -2.4

What do the screens show for `COc1cc(C(CCN2CCCC2)c2c(OC)cc(OC)c3ccc(=O)oc23)cc(OC)c1OC` (centres undefined)?
hcDAF12 agonist: -1.9; DAX1 inh-1: 0.4; SMARCA2 act: -0.1; ssDAF12 agonist: -1.5; ADAM10 inh: -35.9; ADAM17 inh: -14.1; NPR1 activator: -9.8; GAA850 FXN act: 1.4; DAX1 inh-2: 0.6; hgDAF-12 ag: 0.5; PG9 binder: 2.7

What do the screens show for `CC1(C(=O)NS(=O)(=O)c2cccc(F)c2)CCN1C(=O)Cc1ccc(Cl)cc1Cl` (centres undefined)?
hcDAF12 agonist: 3.4; SMARCA2 act: -5.4; ssDAF12 agonist: -1.4; ADAM10 inh: 2.8; ADAM17 inh: -0.5; NPR1 activator: 2.7; GAA850 FXN act: 2.3; DAX1 inh-2: 0.7; hgDAF-12 ag: 3.0; PG9 binder: -0.6

How did CC(=O)OCCN(CCCn1c(-c2ccncc2)nc2ccccc21)c1nc(CN2CCCCC2)cs1 do in these assays?
hcDAF12 agonist: -1.5; DAX1 inh-1: 0.7; SMARCA2 act: 0.4; ssDAF12 agonist: -1.0; ADAM10 inh: -0.5; ADAM17 inh: 2.1; NPR1 activator: -7.5; GAA850 FXN act: 1.1; DAX1 inh-2: 0.3; hgDAF-12 ag: -1.2; PG9 binder: -2.1

Results for Nc1cc(=O)nc(SCC(=O)NC2CCCCC2)n1-c1ccccc1 ?
hcDAF12 agonist: -1.4; DAX1 inh-1: -0.6; SMARCA2 act: -1.7; ssDAF12 agonist: -1.4; ADAM10 inh: 4.9; ADAM17 inh: -0.8; NPR1 activator: -3.1; GAA850 FXN act: -0.8; DAX1 inh-2: -0.6; hgDAF-12 ag: -1.0; PG9 binder: 0.7

How did O=C1C=C(c2ccc(F)cc2OCc2ccccc2)C[C@@H](c2ccc(F)cc2)C1 do in these assays?
hcDAF12 agonist: 3.4; DAX1 inh-1: 0.0; SMARCA2 act: 2.1; ssDAF12 agonist: -0.2; ADAM10 inh: -2.0; ADAM17 inh: -1.3; NPR1 activator: 8.3; GAA850 FXN act: -0.1; DAX1 inh-2: 0.1; hgDAF-12 ag: 0.0; PG9 binder: -1.7

Results for O=C(Cn1c(=O)c2cccn2c2ccccc21)NCCc1ccc(Cl)cc1 ?
hcDAF12 agonist: 0.3; DAX1 inh-1: 1.7; SMARCA2 act: -2.4; ssDAF12 agonist: -0.2; ADAM10 inh: -1.5; ADAM17 inh: -4.6; NPR1 activator: -0.4; GAA850 FXN act: -0.4; DAX1 inh-2: 0.8; hgDAF-12 ag: -1.1; PG9 binder: 35.5*

What do the screens show for `COC(=O)/C=C/C1=CN(Cc2ccccc2)CCC1=O`?
hcDAF12 agonist: -1.6; DAX1 inh-1: -0.1; SMARCA2 act: 1.4; ssDAF12 agonist: -1.0; ADAM10 inh: -0.2; ADAM17 inh: 0.1; NPR1 activator: -3.2; GAA850 FXN act: -0.8; DAX1 inh-2: -0.2; hgDAF-12 ag: 1.1; PG9 binder: 0.0

Source: PubChem (several laboratories)
